FXIa inh 1536 = inhibitors of human coagulation factor XIa. purified FXIa, Boc-Glu-Ala-Arg-AMC fluorogenic substrate. inhibition, % at 5 µM. P03951. hit rate 0.14% among 220,000;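 active = inhibition of at least 40%; inactive = inhibition below 40%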;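 also: fluorescence of freed AMC excited at 355 nm; 0% = enzyme without compound and 100% = no enzyme blank; many of its hits are not listed in these tables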
Wee1 degr inh = blocks degradation of human Wee1 kinase | HeLa Luc-Wee1K328M stability, luciferase luminescence; 100% = proteasome inhibitor MG132 effect | reporter increase, % at 5 µM | hit rate 1.2% among 220,000 | AID 1321 | P30291;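 active = activation above the mean of all tested compounds plus 3 SD, set per screening run, cut at about 8.8% in these data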;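 also: cells exposed to compound for 20 h before luminescence read; 0% = DMSO alone and 100% = MG132 at 30 µM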
Thrombin inh = inhibitors of human thrombin. P00734. alpha-thrombin, Boc-VPR-AMC fluorogenic substrate cleavage. inhibition, % at 5 µM. hit rate 0.26% among 220,000. AID 1046;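 active = inhibition at or above 40%; inactive = inhibition below 40%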;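 also: 0% = enzyme with no compound and 100% = wells without enzyme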
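Material: human alpha-thrombin protein; Also added: Boc-VPR-AMC substrate, 15 µM final; Timing: enzyme reaction carried out at room temperature; Signal: fluorescence, ex 355 nm, em 460 nm; Measure: % inhibition of thrombin; Controls: enzyme without compound as high, wells lacking enzyme as low.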
KLK5 inh = inhibitors of human kallikrein 5; Q9Y337; recombinant hK5, fluorogenic AMC substrate cleavage; inhibition, % at 5 µM; hit rate 0.59% among 210,000;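 active = inhibition of 40% or more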;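 also: 0% = enzyme controls without compound and 100% = no-enzyme blanks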
Target sequence (Q9Y337 67-293 limits assumed): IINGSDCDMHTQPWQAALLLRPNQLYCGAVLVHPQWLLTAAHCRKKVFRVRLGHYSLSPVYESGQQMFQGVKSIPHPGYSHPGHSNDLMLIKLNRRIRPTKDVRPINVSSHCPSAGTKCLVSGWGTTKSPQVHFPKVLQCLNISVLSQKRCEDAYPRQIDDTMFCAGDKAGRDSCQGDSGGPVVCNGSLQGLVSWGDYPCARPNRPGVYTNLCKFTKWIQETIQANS
14-3-3 Bad inh = disrupts binding of bovine 14-3-3 zeta to phospho-Bad peptide | P63103 | TR-FRET 14-3-3zeta/Dy647-pBad peptide displacement, 1 h | inhibition, % at 21.7 µM | hit rate 0.71% among 220,000 | AID 781;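 active = inhibition above about 70%, limit read from the data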;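 also: 0% = full 14-3-3 plus peptide FRET controls and 100% = background without 14-3-3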
Hck-Nef inh = inhibitors of human Hck kinase activated by Nef; P08631; Recombinant Hck-YEEI plus Nef, Z-Lyte FRET kinase assay; inhibition, % at 20 µM; hit rate 0.68% among 220,000; AID 463187;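 active = Hck-Nef kinase inhibition above about 50%, limit read from the data; inactive = inhibition below that limit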;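 also: 0% = DMSO with Hck plus Nef and 100% = Hck alone without Nef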
FXIIa inh 1536 = factor XIIa (human) inhibition | P00748 | purified FXIIa, Boc-QGR-AMC fluorogenic substrate, 2 h | inhibition, % at 5 µM | hit rate 0.3% among 220,000 | AID 800; in the data active = inhibition above about 40%;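 also: 0% = enzyme with no compound and 100% = blank without enzyme; many of its hits are not listed in these tables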
Target sequence (P00748 20-372 limits assumed): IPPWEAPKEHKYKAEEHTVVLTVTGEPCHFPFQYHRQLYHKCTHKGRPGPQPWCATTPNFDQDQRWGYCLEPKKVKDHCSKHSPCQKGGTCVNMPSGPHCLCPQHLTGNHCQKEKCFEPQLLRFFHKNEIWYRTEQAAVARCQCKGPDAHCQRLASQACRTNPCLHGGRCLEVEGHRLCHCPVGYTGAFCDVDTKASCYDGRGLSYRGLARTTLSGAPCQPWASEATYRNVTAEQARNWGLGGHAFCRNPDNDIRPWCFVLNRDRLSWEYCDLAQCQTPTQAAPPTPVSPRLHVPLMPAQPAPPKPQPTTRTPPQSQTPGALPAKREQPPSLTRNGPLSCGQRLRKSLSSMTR
Target sequence (P00748 373-615 limits assumed): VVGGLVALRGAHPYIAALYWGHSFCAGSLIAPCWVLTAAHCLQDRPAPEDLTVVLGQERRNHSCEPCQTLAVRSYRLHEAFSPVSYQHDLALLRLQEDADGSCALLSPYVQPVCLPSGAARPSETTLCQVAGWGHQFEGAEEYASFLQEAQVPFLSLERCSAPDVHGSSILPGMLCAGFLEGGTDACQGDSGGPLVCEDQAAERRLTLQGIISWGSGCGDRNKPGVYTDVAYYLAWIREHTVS
Runt-SMMHC FRET = Runt domain-CBFb-SMMHC interaction inhibition; hit rate 0.74% among 220,000; inhibition, % at 20 µM; Q01196+Q13951; Cerulean-Runt/Venus-CBFb-SMMHC FRET ratio 530/480, 1 h;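 active = mean inhibition across duplicate retests at 20 µM reaching about 50%, limit read from the data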;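 also: 0% = DMSO wells and 100% = wells with excess untagged CBFb-SMMHC; inhibitors lower the FRET ratio by blocking Runt binding to CBFb-SMMHC; some results filed as inactive read as strong as hits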
Runt-CBFb FRET = Runt domain-CBFb interaction inhibition; Q01196+Q13951; Cerulean-Runt/Venus-CBFb FRET ratio 530/480, 1 h; inhibition, % at 20 µM; hit rate 0.46% among 220,000; AID 1496;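 active = inhibition over about 50% at 20 µM in the single-dose screen, limit read from the data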;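 also: 0% = DMSO wells and 100% = excess unlabeled CBFb competitor control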
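Doses: 20 µM compound in 1% DMSO | Material: Cerulean-labeled Runt domain protein | Amount: Each fluorescent fusion protein 100 nM | Schedule: Two 1 h room-temperature incubations shielded from light | Measured by: FRET fluorescence | Evaluation: Loss of energy transfer signal | Controls: Unlabeled CBFb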
Numbers without * were called inactive; i = inactive; / = not tested or not shown; [ ] = dose if it differs, or a comment.

Start of the data: the first seven records (preview)
SMILES	FXIa inh 1536	Wee1 degr inh	Thrombin inh	KLK5 inh	14-3-3 Bad inh	Hck-Nef inh	FXIIa inh 1536	Runt-SMMHC FRET	Runt-CBFb FRET
O=C(c1cccc([N+](=O)[O-])c1)N1CCCN(C(=O)c2cccc([N+](=O)[O-])c2)CC1	-2	2	-3	-4	-2	1	1	-4	-3
CC(CN1C(C)CCCC1C)OC(=O)c1ccc(Cl)cc1 (stereo not given)	-2	-2	-12	3	-10	20	3	-3	-2
NC(=O)C1CCN(CC(=O)N2N=CCC2c2ccccc2)CC1 (stereo not given)	-3	0	-12	-4	4	22	4	1	1
CNC(=O)c1[nH]cnc1C(=O)N[C@@H](CCCCNC(=O)OC(C)(C)C)C(=O)OC(C)(C)C	2	3	0	5	-7	11	11	0	-4
CC(C)c1c(O)nc(SCc2ccccc2)[nH]c1=O	-2	-1	-3	4	-10[fluorescence artefact?]	-2	-2	-46	0
COc1ccc(-c2cc(C(F)(F)F)nc(-n3cc(Cl)cn3)n2)cc1	-10	-3	-5	-53	-8	-1	-5	0	-7
CCOC(=O)c1ccccc1NC(=O)C(C)Oc1ccccc1 (stereo not given)	7	9.7*	-1	1	-2	4	9	-2	0

Main list, repeating the preview:
SMILES	FXIa inh 1536	Wee1 degr inh	Thrombin inh	KLK5 inh	14-3-3 Bad inh	Hck-Nef inh	FXIIa inh 1536	Runt-SMMHC FRET	Runt-CBFb FRET
O=C(c1cccc([N+](=O)[O-])c1)N1CCCN(C(=O)c2cccc([N+](=O)[O-])c2)CC1	-2	2	-3	-4	-2	1	1	-4	-3
CC(CN1C(C)CCCC1C)OC(=O)c1ccc(Cl)cc1 (stereo not given)	-2	-2	-12	3	-10	20	3	-3	-2
NC(=O)C1CCN(CC(=O)N2N=CCC2c2ccccc2)CC1 (stereo not given)	-3	0	-12	-4	4	22	4	1	1
CNC(=O)c1[nH]cnc1C(=O)N[C@@H](CCCCNC(=O)OC(C)(C)C)C(=O)OC(C)(C)C	2	3	0	5	-7	11	11	0	-4
CC(C)c1c(O)nc(SCc2ccccc2)[nH]c1=O	-2	-1	-3	4	-10[fluorescence artefact?]	-2	-2	-46	0
COc1ccc(-c2cc(C(F)(F)F)nc(-n3cc(Cl)cn3)n2)cc1	-10	-3	-5	-53	-8	-1	-5	0	-7
CCOC(=O)c1ccccc1NC(=O)C(C)Oc1ccccc1 (stereo not given)	7	9.7*	-1	1	-2	4	9	-2	0
O=C(O)CCN=C1CCc2ccccc2N1	-8	-2	-4	11	7	2	4	0	2
COc1ccc(S(=O)(=O)N2Cc3ccccc3CC2C(=O)Nc2ccc3c(c2)OCO3)cc1 (stereo not given)	2	0	-8	-7	24[fluorescence artefact?]	-15	16	-1	3
CN1CCN(C(=O)c2cn(-c3ccccc3)nc2-c2cccs2)CC1	-1	2	-7	10	-2	2	5	-1	-1
CCOP(=O)(OCC)/C(=N/OC(=O)c1ccc(OC)cc1)C(N)=O	16	-2	3	0	-17	-104	19	-1	1
C[N+]1(CCC(=O)c2ccccc2)CCCCC1	4	0	-2	-7	0	-10	11	5	-5
O=C(NCC1CCCO1)C(c1ccncc1)N(Cc1cccs1)C(=O)Cn1nnc(-c2ccc(F)cc2)n1 (stereo not given)	-3	0	15	-3	-16	28	1	/	/
COc1cc(C(C(=O)Nc2c(C)cccc2C)N(C)C(=O)c2ccc(-n3cnnn3)cc2)ccc1O (stereo not given)	4	-2	-4	2	2	7	7	-6	1
COc1ccc2c(CC(=O)Nc3nc(C)cs3)coc2c1	3	0	-8	5	-11	29	11	0	-2
O=c1cc2[nH]c3ccccc3c(=O)n2nc1-c1ccccc1	-11	0	1	-25	26	-30	11	59	-98
N=c1c(S(=O)(=O)c2ccc(Cl)cc2)cc2c(=O)n3ccccc3nc2n1CCN1CCOCC1	-39	-1	-9	i	-7	18	-52	63*	90*
COc1ccccc1OCCn1cc(/C=N/NC(N)=S)c2ccccc21	-5	-2	4	-11	-13	11	3	-2	/
CCC(C)NC(=O)Nc1ccccc1C (stereo not given)	1	-2	4	-1	-7[fluorescence artefact?]	-22	6	0	-2
O=C(NCCCN1CCOCC1)c1cc(Cl)ccc1[N+](=O)[O-]	-4	3	-11	-11	1[fluorescence artefact?]	0	-1	2	-1
O=C(N/N=C1/CCCc2ccccc21)C(c1ccccc1)c1ccccc1	3	-3	1	5	18	1	17	4	1
CCCc1cc(C(=O)N/N=C/c2ccc(C)o2)c2ccccc2n1	6	1	5	-14	-4	2	14	-6	-3
CCS(=O)(=O)NCCc1csc(C)n1	9	1	4	3	-7	2	0	4	0
COC(=O)c1ccc(C(=O)OC)c(NC(=O)C2CC2)c1	5	0	-4	-11	4	14	2	-2	-3
Cc1cc(NC(=O)COC(=O)c2c(C)nn(-c3ccccc3)c2C)no1	10	-1	6	8	-1	0	16	1	0
COc1ccc(C(=O)Nc2ccc(S(=O)(=O)Nc3cc(C)nc(C)n3)cc2)cc1	-2	0	-3	0	2	25	11	0	1
COc1ccc(OCCSc2nc3ccccc3c(=O)[nH]2)cc1	4	-2	0	-9	9[fluorescence artefact?]	0	17	3	1
CCCN1CCN(CCCNC(=O)Cn2nc(-c3ccccc3)ccc2=O)CC1	2	2	-3	7	7	1	15	2	-2
Cc1ccc(Cn2nnc3c(=O)n(CC(=O)NCC4CCCO4)cnc32)cc1 (stereo not given)	-5	5	-5	-12	0	0	-1	-4	-1
CSc1nc(N)c2c3c(sc2n1)COC(C(C)C)C3 (stereo not given)	-2	0	-2	-11	-10	1	21	-2	-1
CCOC(=O)c1ccc2ncc(C(=O)OCC)c(NCCCN3CCOCC3)c2c1	6	7	2	-13	-13	8	17	-4	-2
CCN(CC)CCNC(=O)c1cn(-c2ccccc2)nc1-c1cccs1	0	-2	-2	-2	1	3	11	0	-1
CCOC(=O)C1(Cc2ccc(OC)cc2)CCN(C(=O)c2cncs2)CC1	-3	3	-4	/	2	0	1	-5	54*
COCCCNC(=O)C(CC(N)=O)NC(=O)OCc1ccccc1 (stereo not given)	-5	-1	-2	-3	0	19	7	-1	0
COc1ccc(Cl)cc1S(=O)(=O)N1CCN(CC(=O)C(C)(C)C)CC1	-4	2	0	-17	-7	1	14	5	-1
COc1cc(NC(=O)COC(C)=O)c(C)cc1[N+](=O)[O-]	-3	-4	-9	-10	3	1	-3	0	2

Quoted from the listing:
CCN(CC)CCNC(=O)c1cn(-c2ccccc2)nc1-c1cccs1 in Hck-Nef inh has 3
COC(=O)c1ccc(C(=O)OC)c(NC(=O)C2CC2)c1 in Hck-Nef inh has 14
CSc1nc(N)c2c3c(sc2n1)COC(C(C)C)C3 (stereo not given) in KLK5 inh has -11
COc1ccc2c(CC(=O)Nc3nc(C)cs3)coc2c1 in Wee1 degr inh has 0
O=C(NCC1CCCO1)C(c1ccncc1)N(Cc1cccs1)C(=O)Cn1nnc(-c2ccc(F)cc2)n1 (stereo not given) in 14-3-3 Bad inh has -16

Carrying on.
SMILES	FXIa inh 1536	Wee1 degr inh	Thrombin inh	KLK5 inh	14-3-3 Bad inh	Hck-Nef inh	FXIIa inh 1536	Runt-SMMHC FRET	Runt-CBFb FRET
COc1cccc(-c2nnc3n2N=C(c2cccc(Br)c2)CS3)c1	-4	-2	1	-21	14[fluorescence artefact?]	3	10	-1	0
COc1ccc(C(=O)NCC(=O)NC2=NCCS2)cc1	-5	2	-6	-1	2	12	5	-4	-1
OC(CCN1CCCCC1)(c1ccccc1)C1CCCCC1 (stereo not given)	-3	-3	/	-11	2	-4	7	1	0
CCN(CCCNC(=O)C1CCN(S(=O)(=O)c2cccc3nonc23)CC1)Cc1ccccc1	0	-1	-8	-17	-4[fluorescence artefact?]	-2	3	0	-1
O=C(/C=C\NCC(=O)c1ccccc1)c1ccccc1	1	1	1	7	-4	-1	7	-1	0
O=C(Nc1ccc(Br)c(C(F)(F)F)c1)c1ccc(C(F)(F)F)cc1	4	1	4	2	-2	7	12	0	0
O=C(N/N=C1/CC2C=CCC12)c1ccc(Br)o1 (stereo not given)	20	0	-2	-11	-3	2	24	4	-1
CS(=O)(=O)N1CCC(C(=O)NCc2ccc3c(c2)OCO3)CC1	2	2	2	10	-14	-5	14	-6	-2
Cc1ccc2nc(-c3ccccc3Cl)cc(C(=O)Nc3cc(C)on3)c2c1	2	1	-1	2	6	1	17	-2	0
CCOc1cc2c(cc1/C=C(/C#N)c1ccc(C(=O)O)cc1)OCO2	2	-1	-1	6	-3	21	10	20	8
Cc1cscc1NC(=O)/C=C/C(=O)O	9	1	0	1	4	-2	3	-5	6
Cc1ccc(C(=O)N2CCN(C)CC2)cc1S(=O)(=O)N1CCCCC1	6	3	-4	-5	24	-8	0	0	0
Cc1cc(N)n(-c2ccc(Oc3ccccc3)c(S(=O)(=O)O)c2)n1	6	-2	/	-11	2	23	8	6	-3
O=C(O)CCC(=O)N(Cc1cccs1)Cc1cccs1	2	0	6	-5	5	2	11	4	0
CCOC(=O)/C(C)=C1\NC(C)(C)Cc2ccccc21	5	-3	-2	40	33	4	65*	22	-9
O=S(=O)(c1ccc(Cl)cc1)n1ccc2cccnc21	-2	0	0	13	17	0	9	1	-1
N#CCCC(CCC#N)C1=NCCc2ccccc21	-2	-4	-10	-2	0	10	1	-1	2
Cc1ccc(C)c(NS(=O)(=O)c2ccc3[nH]c(=O)[nH]c3c2)c1	0	1	-10	2	-6	17	6	0	-1
COc1ccc(NC(=O)N2CCC(O)(c3cccnc3)CC2)c(OC)c1	-1	2	-5	8	4	1	1	-9	0
CCN1CCN(Cc2ccc(OC)c(OCc3ccccc3)c2)CC1	-2	4	-4	20	45	-4	10	-1	1

Four entries already listed, arranged by the number in Wee1 degr inh, lowest first:
SMILES	FXIa inh 1536	Wee1 degr inh	Thrombin inh	KLK5 inh	14-3-3 Bad inh	Hck-Nef inh	FXIIa inh 1536	Runt-SMMHC FRET	Runt-CBFb FRET
N#CCCC(CCC#N)C1=NCCc2ccccc21	-2	-4	-10	-2	0	10	1	-1	2
CCOC(=O)/C(C)=C1\NC(C)(C)Cc2ccccc21	5	-3	-2	40	33	4	65*	22	-9
Cc1cc(N)n(-c2ccc(Oc3ccccc3)c(S(=O)(=O)O)c2)n1	6	-2	/	-11	2	23	8	6	-3
O=S(=O)(c1ccc(Cl)cc1)n1ccc2cccnc21	-2	0	0	13	17	0	9	1	-1

Bioassay records from PubChem BioAssay.
